Compound activity deposited in PubChem BioAssay by The Scripps Research Institute Molecular Screening Center.
TAAR1 antag: antagonists of human TAAR1 | CHO RD-HGA16 TAAR1, Fluo-8 calcium fluorescence, antagonist | 360,000 compounds, 1.5% hits | inhibition, % at 3 µM | AID 624466 | Q96RJ0;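 active means inhibition above a per-plate cutoff, the mean inhibition of test compounds on that plate plus 3 SD, cut at about 49% in these data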;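 further: 0% = DMSO plus EC80 beta-PEA response and 100% = DMSO alone without agonist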
Target sequence (Q96RJ0 whole entry, looked up): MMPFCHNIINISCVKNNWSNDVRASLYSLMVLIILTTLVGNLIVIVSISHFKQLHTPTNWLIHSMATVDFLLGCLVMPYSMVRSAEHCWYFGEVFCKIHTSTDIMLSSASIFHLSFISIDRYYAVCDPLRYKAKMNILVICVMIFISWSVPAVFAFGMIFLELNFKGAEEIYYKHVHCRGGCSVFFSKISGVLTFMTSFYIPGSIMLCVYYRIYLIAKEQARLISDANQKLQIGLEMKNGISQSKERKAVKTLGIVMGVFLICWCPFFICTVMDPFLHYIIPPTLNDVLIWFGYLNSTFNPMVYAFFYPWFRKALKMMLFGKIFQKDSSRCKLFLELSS
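Test system: RD-HGA16 CHO cells with stable hTAAR1 and Gα16 / Probe or stimulus: EC80 β-phenethylamine stimulus / Times: seeding 17-24 h prior, 75-min 37 °C, 30-min RT dye loading / Detection: Fluo-8 calcium-sensitive fluorescence / Read-out basis: % inhibition scaled between DMSO and EC80 PEA controls / Repeats: singlicate, one well per test compound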
CHRM1 antagonist: human CHRM1 antagonism. CHO-K1 hM1, Fluo-8 calcium fluorescence, ACh EC80 antagonist. inhibition, % at 3 µM. 360,000 compounds, 1.3% hits. AID 588852;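 active means percent inhibition above its own plate's cutoff, namely the mean of that plate's compound wells plus 3 SD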;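 further: peak over basal fluorescence ratio during 140 s after agonist addition; 0% = ACh EC80 plus DMSO and 100% = DMSO alone without agonist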
Target sequence (P11229 whole entry, looked up): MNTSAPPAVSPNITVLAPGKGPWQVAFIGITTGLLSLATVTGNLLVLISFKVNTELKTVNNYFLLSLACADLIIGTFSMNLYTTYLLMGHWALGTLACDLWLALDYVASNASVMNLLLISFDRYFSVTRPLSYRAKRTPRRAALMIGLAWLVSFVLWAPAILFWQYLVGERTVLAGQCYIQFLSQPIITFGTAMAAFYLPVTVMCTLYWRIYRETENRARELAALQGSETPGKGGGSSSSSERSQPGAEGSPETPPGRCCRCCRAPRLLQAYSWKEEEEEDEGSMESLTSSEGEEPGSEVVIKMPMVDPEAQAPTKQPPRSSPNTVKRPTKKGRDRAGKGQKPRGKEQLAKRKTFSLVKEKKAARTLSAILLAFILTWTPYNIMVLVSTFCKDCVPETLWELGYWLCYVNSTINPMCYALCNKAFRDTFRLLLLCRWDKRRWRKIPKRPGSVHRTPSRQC
M1 PAM parental: M1 PAM counterscreen hit in parental CHO-K1 cells; 360,000 compounds, 0.02% hits; AID 602247; ATP EC20, Fluo-8 calcium fluorescence; 0% at ATP EC20, 100% at ATP max; activation, % at 3 µM;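 active means activation above the run cutoff, the mean activation of all test compounds plus 3 SD, cut at about 40% in these data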;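 further: peak over basal fluorescence ratio in a 140 s read after ATP addition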
TAAR1 agonist: agonists of human TAAR1; Q96RJ0; CHO RD-HGA16 TAAR1, Fluo-8 calcium fluorescence; vehicle wells 0%, saturating PEA agonist 100%; activation, % at 3 µM; 360,000 compounds, 0.99% hits; AID 624467;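 active means activation above the mean activation of all test compounds in the run plus 3 SD, cut at about 38% in these data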
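Repeats: no replicates (n 1) | Material: CHO-derived RD-HGA16 cells with stable Gα16 and human TAAR1 | Technique: Kinetic Fluo-8 calcium fluorescence | Schedule: 17-24 h seeding, 75 min 37 °C dye, 30 min RT | Evaluation: % activation from peak over basal fluorescence ratio, DMSO-to-PEA scaled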
CHRM1 agonist: activates human CHRM1 receptor; P11229; CHO-K1 hM1, Fluo-8 calcium fluorescence, agonist mode; 0% DMSO, 100% acetylcholine EC100; activation, % at 3 µM; 360,000 compounds, 0.33% hits;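 active means activation above the run's mean compound activation plus 3 SD, cut at about 16% in these data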;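 further: peak over basal fluorescence ratio within a 140 s kinetic read after compound addition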
OXTR potentiator: human OXTR potentiation | P30559 | CHO-OTR cells, Fluo-8 calcium fluorescence, potentiator mode; 0% = oxytocin EC15, 100% = EC100 | activation, % at 3 µM | 320,000 compounds, 0.061% hits | AID 2445;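 active means activation above that plate's cutoff, the mean activation of tested compounds plus 3 SD, cut at about 6.6% in these data, passing the limit was not always enough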;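 further: 100% uses oxytocin at 75 nM as the full agonist control; some results filed as inactive read as strong as hits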
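Material: CHO-OTR cells, human receptor; compound dosing: single dose, 3.0 µM nominal final compound concentration; schedule: 6 min compound pre-incubation at room temperature, 100 s kinetic read; measured by: kinetic Fluo-8 calcium fluorescence; read-out basis: % activation vs EC15 and EC100 oxytocin; controls: EC15 oxytocin alone as 0%, 75 nM oxytocin as 100%; replicates: singlicate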
CHO parental Ca: counter-screen: ATP calcium response change in parental CHO cells; parental CHO-K1, ATP-induced calcium, Fluo-8 fluorescence; inhibition, % at 5.6 µM; 330,000 compounds, 0.63% hits; AID 463079;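 active means inhibition above that plate's mean sample inhibition plus 3 SD, cut at about 26% in these data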;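 further: 0% = ATP-challenged DMSO wells and 100% = DMSO wells without ATP; some compounds past the cut are filed as inactive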
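Test system: untransfected parental CHO cell line; also added: ATP stimulus; dosing: 5.6 µM, single dose; signal: calcium-sensitive Fluo-8 fluorescence; measure: percent inhibition of ATP-evoked calcium rise, normalized to controls; benchmarks: low control ATP plus DMSO, high control DMSO only; replication: one well per compound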
M1 ag parental: counter-screen for M1 agonists: effect in parental CHO-K1 cells; Fluo-8 calcium fluorescence; scaled to maximal ATP response, vehicle zero; activation, % at 3 µM; 360,000 compounds, 0.48% hits; in the data active means activation above about 15%;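 further: untransfected CHO-K1 host cells lacking M1 receptor as counterscreen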
CHO-K1 Ca antag: nonselective inhibitor or artifact in parental CHO-K1 cells; ATP-induced calcium, Fluo-8 fluorescence; inhibition, % at 3 µM; 360,000 compounds, 0.6% hits;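 active means inhibition above a per-plate cutoff, the plate's mean sample inhibition plus 3 SD, cut at about 24% in these data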;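 further: 0% = DMSO plus EC80 ATP and 100% = DMSO alone without ATP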
* = called active by the depositor.

CCOc1cc(/C=C2\C(=O)N(CCc3ccc(OC)c(OC)c3)C(C)=C2C(=O)OC)ccc1O was read as TAAR1 antag 22.5, CHRM1 antagonist -9.2, M1 PAM parental 17.6, TAAR1 agonist 3.4, CHRM1 agonist -0.6, OXTR potentiator -5.0, CHO parental Ca -13.6, M1 ag parental 1.9 and CHO-K1 Ca antag -8.6.
CC(C)(C)c1ccc(CC(=O)N2CCC2(C)C(=O)NCc2ccc3c(c2)OCO3)cc1 (stereo not given) was read as TAAR1 antag 10.8, CHRM1 antagonist 4.5, M1 PAM parental 14.4, TAAR1 agonist 2.7, CHRM1 agonist 0.7, M1 ag parental 6.1 and CHO-K1 Ca antag -14.0.
Screening COc1cc(C(C)=O)ccc1Oc1cnccn1 returned TAAR1 antag 6.6, CHRM1 antagonist 0.2, M1 PAM parental -3.0, TAAR1 agonist -0.7, CHRM1 agonist 0.4, OXTR potentiator -1.0, CHO parental Ca -12.2, M1 ag parental 1.7 and CHO-K1 Ca antag 2.2.
Cc1ccc(S(=O)(=O)Nc2ccccc2N2CCCCC2)cc1 was read as TAAR1 antag 10.0, CHRM1 antagonist -10.2, M1 PAM parental -10.2, TAAR1 agonist 12.6, CHRM1 agonist -6.7, OXTR potentiator -5.6, CHO parental Ca -13.8, M1 ag parental -0.9 and CHO-K1 Ca antag -13.1.
Screening COc1ccccc1N(Cc1ccccc1)S(=O)(=O)c1cccc(C(=O)O)c1 returned TAAR1 antag 0.2, CHRM1 antagonist -14.6, M1 PAM parental 5.8, TAAR1 agonist 1.3, CHRM1 agonist -5.8, OXTR potentiator -12.0, CHO parental Ca -3.5, M1 ag parental 0.3 and CHO-K1 Ca antag -4.2.
CCC(CC)C(=O)Nc1cccc(C(=O)NCc2ccco2)c1 was read as TAAR1 antag 2.8, CHRM1 antagonist -34.8, M1 PAM parental 16.7, TAAR1 agonist 7.1, CHRM1 agonist 1.2, OXTR potentiator -7.2, CHO parental Ca -10.8, M1 ag parental 0.3 and CHO-K1 Ca antag -22.8.
Screening CCn1c(C)nc2cc(C(=O)N/N=C/c3ccc(N4CCOCC4)cc3)ccc21 returned TAAR1 antag 0.5, CHRM1 antagonist 6.1, M1 PAM parental 12.7, TAAR1 agonist 5.2, CHRM1 agonist -5.6, OXTR potentiator -4.1, CHO parental Ca -9.9, M1 ag parental 3.4 and CHO-K1 Ca antag -6.5.
Screening CN1CCN(C(=O)CCC(=O)c2ccc(F)cc2)CC1 returned TAAR1 antag -12.3, CHRM1 antagonist 1.1, M1 PAM parental 10.7, TAAR1 agonist 6.9, CHRM1 agonist -5.4, OXTR potentiator -6.2, CHO parental Ca -13.0, M1 ag parental 0.0 and CHO-K1 Ca antag 3.3.
`Cc1ccc(/C=C/C(=O)Nc2ccc(S(=O)(=O)Nc3cc(C)nc(C)n3)cc2)cc1` gave TAAR1 antag 6.3, CHRM1 antagonist 8.0, M1 PAM parental -1.2, TAAR1 agonist -2.0, CHRM1 agonist -8.0, OXTR potentiator -5.1, CHO parental Ca 0.6, M1 ag parental -0.2 and CHO-K1 Ca antag -9.5.
Screening Cc1nnc(SCC(=O)Nc2nc3ccccc3s2)n(N)c1=O returned TAAR1 antag -0.6, CHRM1 antagonist -3.8, M1 PAM parental -5.5, TAAR1 agonist 0.4, CHRM1 agonist -5.5, OXTR potentiator 1.8, CHO parental Ca -3.9, M1 ag parental 12.6 and CHO-K1 Ca antag 8.0.
COCCNC(=O)c1ccccc1-c1ccccc1C(=O)O was read as TAAR1 antag -4.5, CHRM1 antagonist 11.2, M1 PAM parental -9.9, TAAR1 agonist 8.3, CHRM1 agonist -1.9, OXTR potentiator 2.1, CHO parental Ca -1.1, M1 ag parental -0.3 and CHO-K1 Ca antag 15.2.
Screening Cc1cc(S(=O)(=O)NCC(=O)O)ccc1F returned TAAR1 antag -5.8, CHRM1 antagonist -6.4, M1 PAM parental 9.5, TAAR1 agonist 4.0, CHRM1 agonist -2.0, OXTR potentiator 2.0, CHO parental Ca -6.4, M1 ag parental 0.0 and CHO-K1 Ca antag -10.5.
O=C(NCCN1CCOCC1)c1cccc(S(=O)(=O)Nc2ccc(Br)cc2)c1 was read as TAAR1 antag -5.1, CHRM1 antagonist -2.0, M1 PAM parental 20.7, TAAR1 agonist 6.8, CHRM1 agonist -1.9, OXTR potentiator -6.4, CHO parental Ca -30.3, M1 ag parental 1.2 and CHO-K1 Ca antag -18.2.
`COc1cccc(NC(=O)C2CCC2)c1` gave TAAR1 antag 2.5, CHRM1 antagonist -3.4, M1 PAM parental 18.3, TAAR1 agonist -0.5, CHRM1 agonist -3.0, OXTR potentiator 1.0, CHO parental Ca -10.1, M1 ag parental 1.0 and CHO-K1 Ca antag -13.1.
`CC(=O)Nc1cccc(-c2nnc3n2CC(C)S3)c1` (stereo not given) gave TAAR1 antag -26.9, CHRM1 antagonist -1.7, M1 PAM parental 5.2, TAAR1 agonist 5.9, CHRM1 agonist -8.3, OXTR potentiator -3.0, CHO parental Ca 1.8, M1 ag parental -0.8 and CHO-K1 Ca antag -14.1.
COc1ccccc1N(CC(=O)Nc1ccc(F)c(F)c1)S(C)(=O)=O was read as TAAR1 antag 5.1, CHRM1 antagonist 4.1, M1 PAM parental 11.1, TAAR1 agonist 10.4, CHRM1 agonist -2.4, OXTR potentiator -10.0, CHO parental Ca -20.0, M1 ag parental 1.1 and CHO-K1 Ca antag -1.8.
`COCCN(CCOC)S(=O)(=O)c1ccc(Cl)nc1` gave TAAR1 antag -6.9, CHRM1 antagonist -14.6, M1 PAM parental -2.1, TAAR1 agonist -0.1, CHRM1 agonist -1.6, OXTR potentiator 2.1, CHO parental Ca -2.6, M1 ag parental 0.1 and CHO-K1 Ca antag 1.1.
For O=C(CN1CCN(S(=O)(=O)c2ccc(F)cc2)CC1)NC1CCCC1 the results were TAAR1 antag -11.1, CHRM1 antagonist 4.0, M1 PAM parental -0.7, TAAR1 agonist 3.2, CHRM1 agonist -2.9, OXTR potentiator -8.5, CHO parental Ca -4.2, M1 ag parental 0.7 and CHO-K1 Ca antag -5.4.
Screening CCCCC(=O)/C=C/n1c(=S)oc2ccccc21 returned TAAR1 antag -8.6, CHRM1 antagonist -12.3, M1 PAM parental 11.0, TAAR1 agonist 5.2, CHRM1 agonist -4.1, OXTR potentiator 3.9, CHO parental Ca -0.3, M1 ag parental 0.1 and CHO-K1 Ca antag -6.7.
Screening CCN(Cc1ccncc1)C(=O)c1ccccc1NS(=O)(=O)c1ccc(F)cc1 returned TAAR1 antag 0.1, CHRM1 antagonist -14.9, M1 PAM parental 5.1, TAAR1 agonist -0.9, CHRM1 agonist -0.4, OXTR potentiator 2.1, CHO parental Ca -14.6, M1 ag parental -0.3 and CHO-K1 Ca antag 1.7.
For CC1CN(C(=O)NCc2ccccc2)c2cc(Cl)ccc2O1 (stereo not given) the results were TAAR1 antag 0.8, CHRM1 antagonist 4.1, M1 PAM parental 11.1, TAAR1 agonist -0.8, CHRM1 agonist -10.2, M1 ag parental 0.1 and CHO-K1 Ca antag -10.2.
Screening O=C(O)CN1C(=O)/C(=C\c2cc([N+](=O)[O-])ccc2OCc2ccccc2Cl)SC1=S returned TAAR1 antag -0.6, CHRM1 antagonist -6.6, M1 PAM parental 14.5, TAAR1 agonist 0.5, CHRM1 agonist -6.9, OXTR potentiator -2.9, CHO parental Ca -8.2, M1 ag parental -0.2 and CHO-K1 Ca antag -9.1.
COc1ccc(CN2C(=O)c3cccnc3C2O)cc1 (stereo not given) was read as TAAR1 antag -1.4, CHRM1 antagonist -12.6, M1 PAM parental 10.5, TAAR1 agonist 3.8, CHRM1 agonist 2.5, OXTR potentiator -10.2, CHO parental Ca -6.1, M1 ag parental 0.2 and CHO-K1 Ca antag -4.6.
`Cc1ccc(OCC(=O)N/N=C\c2c(C)n(C)c3ccccc23)c([N+](=O)[O-])c1` gave CHRM1 antagonist -5.5, M1 PAM parental -2.7, CHRM1 agonist 0.3, OXTR potentiator -11.8, CHO parental Ca -17.0, M1 ag parental 0.9 and CHO-K1 Ca antag -3.3.
For CCN(CC)S(=O)(=O)c1ccc2[nH]c(=O)cc(C(=O)NCC(c3ccco3)N3CCCC3)c2c1 (stereo not given) the results were TAAR1 antag -16.5, CHRM1 antagonist -9.3, M1 PAM parental 7.9, TAAR1 agonist 4.3, CHRM1 agonist -6.6, OXTR potentiator -3.6, CHO parental Ca -5.8, M1 ag parental 0.5 and CHO-K1 Ca antag -3.2.
Screening O=C1CCC(=O)N1CC(=O)N(c1ccccc1)c1ccccc1 returned TAAR1 antag 4.3, CHRM1 antagonist -13.2, M1 PAM parental 15.6, TAAR1 agonist 11.1, CHRM1 agonist -4.3, OXTR potentiator 2.6, CHO parental Ca -9.6, M1 ag parental 0.8 and CHO-K1 Ca antag -13.9.
Nc1ccc(Nc2ccccc2)c(S(=O)(=O)O)c1 was read as TAAR1 antag -26.6, CHRM1 antagonist -6.3, M1 PAM parental -2.5, TAAR1 agonist 0.3, CHRM1 agonist -2.2, OXTR potentiator 0.5, CHO parental Ca 3.6, M1 ag parental 0.8 and CHO-K1 Ca antag -1.9.
For Cc1nc2scc(C)n2c(=O)c1S(=O)(=O)NCc1ccccc1Cl the results were TAAR1 antag -0.5, CHRM1 antagonist 29.1, M1 PAM parental 9.3, TAAR1 agonist 3.6, CHRM1 agonist -5.5, OXTR potentiator -1.6, CHO parental Ca -12.7, M1 ag parental 0.3 and CHO-K1 Ca antag -13.8.
For CCn1c(=O)c(C(=O)NCc2ccccc2Cl)c(O)c2ccccc21 the results were TAAR1 antag -7.0, CHRM1 antagonist -16.2, M1 PAM parental 26.6, TAAR1 agonist 6.5, CHRM1 agonist -4.6, M1 ag parental 1.2 and CHO-K1 Ca antag -12.4.
Screening CCN(CC)C(=O)c1cccc(-c2csc(C(C)(O)c3ccccc3)n2)c1 (stereo not given) returned TAAR1 antag 29.6, CHRM1 antagonist 31.1, M1 PAM parental -14.8, TAAR1 agonist 9.0, CHRM1 agonist 2.9, M1 ag parental 10.8 and CHO-K1 Ca antag 3.5.
CC(=O)Nc1ccc(NC(=O)C2CCCN2C(=O)Nc2ccc(F)c([N+](=O)[O-])c2)cc1 (stereo not given) was read as TAAR1 antag -14.9, CHRM1 antagonist -15.7, M1 PAM parental -9.2, TAAR1 agonist 1.4, CHRM1 agonist -1.4, OXTR potentiator 2.1, CHO parental Ca -8.3, M1 ag parental 1.8 and CHO-K1 Ca antag -16.2.
